OXTR potentiate = human OXTR potentiators, primary screen, fluorescence, CHO-OTR cells, Fluo-8 calcium; Fluo-8 calcium fluorescence, potentiator mode; 0% = oxytocin EC15, 100% = EC100; 320,000 compounds, 0.061% hits; Oxytocin receptor (Homo sapiens), P30559; AID 2445, 2010; activation, % at 3 µM;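 active = activation above that plate's cutoff, the mean activation of tested compounds plus 3 SD, cut at about 6.6% in these data, passing the limit was not always enough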;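 note: 100% uses oxytocin at 75 nM as the full agonist control; some results filed as inactive read as strong as hits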
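assay system = CHO-OTR cells, human receptor | schedule = compound 6 min at room temperature before oxytocin, 100 s read | detection = Fluo-8 intracellular calcium fluorescence, ex 470-495, em 515-575 nm | evaluation = normalized max/min fluorescence ratio, % activation | control set = EC15 oxytocin alone as 0%, 75 nM oxytocin (EC100) as 100%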
CHO-K1 Ca ag = counter-screen for M1 agonists: effect in parental CHO-K1 cells; Fluo-8 calcium fluorescence; scaled to maximal ATP response, vehicle zero; activation, % at 3 µM; 360,000 compounds, 0.48% hits; AID 602248, 2012; in the data active = activation above about 15%;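 note: untransfected CHO-K1 host cells lacking M1 receptor as counterscreen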
CHO parental Ca = ATP-evoked calcium signal inhibitors, parental CHO, primary screen, counter-screen for OX1R antagonist project, cell-based, fluorescence, Fluo-8 calcium dye | 330,000 compounds, 0.63% hits | parental CHO-K1, ATP-induced calcium, Fluo-8 fluorescence | inhibition, % at 5.6 µM;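 active = inhibition above that plate's mean sample inhibition plus 3 SD, cut at about 26% in these data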;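 note: 0% = ATP-challenged DMSO wells and 100% = DMSO wells without ATP; some compounds past the cut are filed as inactive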
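Measured by: calcium-sensitive Fluo-8 fluorescence / Test system: CHO parental line / Controls: ATP-challenged DMSO wells low, unchallenged DMSO wells high / Measure: % inhibition / Compound: single nominal dose of 5.6 µM per compound / Replicates: single well per compound, no replicates / Reagent: ATP as calcium-mobilizing challenge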
V1R ag counter = agonists of human V1a receptor, primary screen, counter-screen for OXTR agonist project, fluorescence, CHO-V1R cells; 320,000 compounds, 0.25% hits; Vasopressin V1a receptor (Homo sapiens), P37288; Fluo-8 calcium fluorescence, agonist mode; 0% DMSO, 100% 3 nM vasopressin; activation, % at 3 µM;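 active = activation above the mean activation of all tested compounds plus 3 SD, per screening run, cut at about 20% in these data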;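 note: signal is peak over basal fluorescence ratio across a 100 second FLIPR read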
Target sequence (P37288 whole entry, looked up): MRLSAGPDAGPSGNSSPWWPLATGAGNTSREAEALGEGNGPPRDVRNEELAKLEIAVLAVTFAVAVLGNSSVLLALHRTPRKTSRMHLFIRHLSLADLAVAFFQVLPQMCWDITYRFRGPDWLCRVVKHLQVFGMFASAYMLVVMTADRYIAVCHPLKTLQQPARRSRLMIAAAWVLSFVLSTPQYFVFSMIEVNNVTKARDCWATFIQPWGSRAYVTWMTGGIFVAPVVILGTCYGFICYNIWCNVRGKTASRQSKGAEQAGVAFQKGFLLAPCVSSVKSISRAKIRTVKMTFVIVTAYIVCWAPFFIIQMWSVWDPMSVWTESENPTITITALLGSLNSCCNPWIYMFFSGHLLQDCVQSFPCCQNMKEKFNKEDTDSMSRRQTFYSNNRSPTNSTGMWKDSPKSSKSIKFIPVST
TAAR1 antag = human TAAR1 antagonists, primary screen, Fluo-8 calcium fluorescence, CHO RD-HGA16 cells; inhibition, % at 3 µM; AID 624466, 2012; Trace amine-associated receptor 1 (Homo sapiens), Q96RJ0; 360,000 compounds, 1.5% hits; antagonist;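 active = inhibition above a per-plate cutoff, the mean inhibition of test compounds on that plate plus 3 SD, cut at about 49% in these data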;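 note: 0% = DMSO plus EC80 beta-PEA response and 100% = DMSO alone without agonist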
Target sequence (Q96RJ0 whole entry, looked up): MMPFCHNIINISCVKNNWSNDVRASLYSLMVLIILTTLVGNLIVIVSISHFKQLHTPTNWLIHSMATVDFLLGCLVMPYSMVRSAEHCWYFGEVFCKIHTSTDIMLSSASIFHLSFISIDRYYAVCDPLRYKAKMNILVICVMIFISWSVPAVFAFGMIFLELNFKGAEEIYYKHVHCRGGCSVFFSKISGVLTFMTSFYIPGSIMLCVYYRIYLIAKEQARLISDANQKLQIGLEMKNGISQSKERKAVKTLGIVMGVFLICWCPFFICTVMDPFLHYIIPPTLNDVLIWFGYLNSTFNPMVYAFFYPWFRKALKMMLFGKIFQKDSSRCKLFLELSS
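Material: RD-HGA16 CHO cells with stable hTAAR1 and Gα16; Dosing: single nominal final test compound concentration of 3 µM; Schedule: seeding 17-24 h prior, 75-min 37 °C, 30-min RT dye loading; Detection: kinetic Fluo-8 calcium fluorescence measurement; Measure: % inhibition from peak post-agonist over basal fluorescence ratio; Benchmarks: vehicle and agonist controls.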
M1 PAM parental = nonselective calcium activators in parental CHO-K1 cells, primary screen, counter-screen for M1 PAM project, cell-based, Fluo-8 calcium fluorescence, full deck, 1536-well. ATP EC20; 0% at ATP EC20, 100% at ATP max. activation, % at 3 µM. 360,000 compounds, 0.02% hits;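 active = activation above the run cutoff, the mean activation of all test compounds plus 3 SD, cut at about 40% in these data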;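 note: peak over basal fluorescence ratio in a 140 s read after ATP addition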
CHO-K1 Ca antag = nonselective inhibitor or artifact in parental CHO-K1 cells. 360,000 compounds, 0.6% hits. AID 602250. ATP-induced calcium, Fluo-8 fluorescence. inhibition, % at 3 µM;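 active = inhibition above a per-plate cutoff, the plate's mean sample inhibition plus 3 SD, cut at about 24% in these data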;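 note: 0% = DMSO plus EC80 ATP and 100% = DMSO alone without ATP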
TAAR1 agonist = human TAAR1 agonists, primary screen, Fluo-8 calcium fluorescence, CHO RD-HGA16 cells; Trace amine-associated receptor 1 (Homo sapiens), Q96RJ0; 360,000 compounds, 0.99% hits; vehicle wells 0%, saturating PEA agonist 100%; activation, % at 3 µM; AID 624467, 2012;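 active = activation above the mean activation of all test compounds in the run plus 3 SD, cut at about 38% in these data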
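System: CHO RD-HGA16 cells carrying human TAAR1 plus Gα16; Incubation: 17-24 h seeding, 75 min 37 °C dye, 30 min RT; Measured by: Fluo-8 fluorescence, 5 s baseline then 140 s kinetic read; Control set: DMSO and PEA EC100; Replication: single well for each compound.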
CHRM1 agonist = human M1 muscarinic receptor agonists, primary screen, Fluo-8 calcium fluorescence, CHO-K1 cells, HTS; Muscarinic acetylcholine receptor M1 (Homo sapiens), P11229; CHO-K1 hM1, agonist mode; 0% DMSO, 100% acetylcholine EC100; activation, % at 3 µM; 360,000 compounds, 0.33% hits; AID 588814, 2011;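 active = activation above the run's mean compound activation plus 3 SD, cut at about 16% in these data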;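 note: peak over basal fluorescence ratio within a 140 s kinetic read after compound addition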
* hit, by the source's call; x = not tested or not shown.

SMILES | OXTR potentiate | CHO-K1 Ca ag | CHO parental Ca | V1R ag counter | TAAR1 antag | M1 PAM parental | CHO-K1 Ca antag | TAAR1 agonist | CHRM1 agonist
CCOP(=O)(c1c(F)c(F)c(F)c(F)c1F)C(O)c1ccccc1 (configuration not stated) | -10 | -0.1 | -17 | -0.5 | -10 | 8 | 1 | 3 | -1
Cn1c(=O)n(Cc2ccccc2Cl)c(=O)c2c1[nH]c(=S)n2C | -2 | 0.8 | -1 | -0.2 | -20 | 8 | -2 | -2 | -3
COc1ccc(CCNC(=O)COC(=O)CSc2ccc(C(N)=O)cc2[N+](=O)[O-])cc1OC | x | 0.2 | x | x | -15 | 10 | -18 | -1 | -4
CCCC1CC(C#N)N(N(C)C)C1=C(C#N)C#N (configuration not stated) | 0 | 3.9 | -5 | 1.2 | -3 | -3 | 4 | 1 | -1
COC(=O)[C@]1(Cc2ccccc2)N[C@H](CN(C)C(=O)Nc2ccccc2)[C@@H]2C(=O)N(C)C(=O)[C@@H]21 | -2 | 0.1 | -10 | -0.1 | -3 | 10 | -18 | 2 | -3
Cc1ccnc(NC(=O)C(C)N2C(=O)c3ccccc3S2(=O)=O)c1 (configuration not stated) | 0 | 1.6 | -14 | -0.3 | 0 | 6 | 3 | -1 | 1
COc1ccc(S(=O)(=O)N2CCOCC2)cc1C(C)C | -4 | 0.8 | -6 | -0.8 | -13 | 19 | -44 | 8 | -1
COC(=O)C1C2CCC(C2)C1C(=O)OCC(=O)c1ccccc1 (configuration not stated) | 0 | 0.6 | -10 | -0.6 | -2 | 17 | -7 | 5 | -3
COc1ccccc1N1CCN(C(=S)Nc2ccc(S(=O)(=O)N3CCOCC3)cc2)CC1 | -13 | 7.0 | 1 | 7.2 | 41 | -13 | 13 | 20 | -5
Cc1ccn2c(C(=O)NN=C3CCCCCCC3)c(C)nc2c1 | -1 | 0.6 | -52 | 0.2 | -30 | -1 | -7 | 14 | -3
Cc1ccc(C(=O)N2CCN(C(=O)c3ccccc3)C2c2ccc(N(C)C)cc2)cc1 (configuration not stated) | -1 | 0.5 | -17 | -0.9 | 3 | 21 | -7 | 0 | -3
Cc1ccc(C(=O)Nc2cccc(NC(=O)c3ccc(C)cc3)n2)cc1 | 0 | 2.7 | -31 | -0.1 | 43 | -8 | 6 | 5 | -6
COC(=O)c1[nH]c2ccc(Br)cc2c1NC(=O)CN1CCCCC1CCO (configuration not stated) | -9 | 1.3 | -22 | -0.7 | 17 | 16 | -6 | 4 | -6
COc1nc(OCCNS(=O)(=O)c2ccc(C)cc2)nc(N(C)C)n1 | 0 | 0.1 | 5 | -0.7 | 4 | 9 | -6 | 14 | -1
O=C1CCCN1c1ccc(CNS(=O)(=O)c2ccc(F)cc2)cc1 | -15 | 1.4 | -1 | 0.8 | -27 | 17 | -11 | 7 | -2
CC1CCCN(CCCNC(=O)c2ccc3c(c2)N(Cc2cccc(Cl)c2)C(=O)c2ccccc2S3=O)C1 (configuration not stated) | x | 0.4 | x | x | 7 | -3 | 17 | 13 | -6
COc1ccc(NC(=O)CN(C)C(=O)/C=C/c2cn(-c3ccccc3)nc2-c2cccs2)cc1 | 3 | 1.4 | -26 | 0.6 | 24 | -6 | -8 | 2 | -7
Cc1cc(C)nc(SCC(=O)n2c3c(c4ccccc42)CCCC3)n1 | -3 | 0.8 | -12 | 1.3 | 13 | 30 | -11 | 0 | -3
COc1cc(C)c(S(=O)(=O)n2c([N+](=O)[O-])cnc2C)cc1C | 10 | -0.1 | -3 | 0.2 | 7 | 8 | -5 | -2 | 0
CCN1CCN(c2cc(C)c3cc(NC(=S)N4CCCCC4)ccc3n2)CC1 | -5 | 0.1 | -8 | 0.3 | -20 | -7 | 5 | 10 | -7
COc1ccc(S(=O)(=O)N2CCN(CC(O)COc3ccc(CC#N)cc3)CC2)cc1OC (configuration not stated) | -4 | 2.1 | -2 | 1.1 | 2 | 10 | -21 | 1 | -3
Fc1cc(Br)ccc1NC(=S)NCCc1ccccc1 | -12 | 7.6 | 0 | 3.5 | 8 | -5 | -9 | 9 | -5
COc1ccc(-c2ccc(NCCN3CCOCC3)nn2)cc1OC | -3 | 0.1 | 0 | 0.1 | -26 | 15 | 1 | 4 | -3
Cc1nc(S/C(=C/c2ccc(OCc3ccc(C(=O)O)cc3)cc2)C(=O)O)n[nH]1 | 0 | -0.6 | 2 | 0.4 | -17 | 7 | -6 | 0 | 0
COc1ccc(Cn2c(=O)[nH]c3cc(C(=O)N4CCN(c5ccccc5)CC4)ccc3c2=O)cc1 | 13 | 11 | -11 | 0.1 | x | 7 | 2 | x | -5
COC(=O)[C@H]1C[C@@H]1[C@H](NC(=O)[C@H]1C[C@@H]1[C@H](NC(=O)OCc1ccccc1)c1ccccc1)c1ccccc1 | -17 | 1.6 | -23 | 0.2 | 59* | 14 | -16 | 11 | -5
Cc1csc2cc(-c3cccc([N+](=O)[O-])c3)c(-c3cccc([N+](=O)[O-])c3)c[n+]12 | -1 | 0.6 | -5 | 1.1 | -18 | 14 | -1 | 0 | -12
Cc1noc(C)c1CN1C(=O)c2ccc([N+](=O)[O-])cc2C1=O | -5 | 1.2 | -5 | 1.4 | 7 | -14 | -13 | -1 | -4
C=CCC(CC=C)(NC(=O)c1ccccc1C(=O)O)c1ccccc1 | -7 | 0.0 | 0 | 0.2 | 9 | 13 | -2 | -1 | -6
CCOc1ccc(NS(=O)(=O)c2ccc(C(=O)N3CCC3)cc2)cc1 | -15 | 7.0 | -1 | 10 | -23 | 7 | -8 | 9 | 2

Random excerpt: 4 entries already listed
SMILES | OXTR potentiate | CHO-K1 Ca ag | CHO parental Ca | V1R ag counter | TAAR1 antag | M1 PAM parental | CHO-K1 Ca antag | TAAR1 agonist | CHRM1 agonist
COc1cc(C)c(S(=O)(=O)n2c([N+](=O)[O-])cnc2C)cc1C | 10 | -0.1 | -3 | 0.2 | 7 | 8 | -5 | -2 | 0
Cc1ccc(C(=O)Nc2cccc(NC(=O)c3ccc(C)cc3)n2)cc1 | 0 | 2.7 | -31 | -0.1 | 43 | -8 | 6 | 5 | -6
COC(=O)c1[nH]c2ccc(Br)cc2c1NC(=O)CN1CCCCC1CCO (configuration not stated) | -9 | 1.3 | -22 | -0.7 | 17 | 16 | -6 | 4 | -6
COc1ccc(-c2ccc(NCCN3CCOCC3)nn2)cc1OC | -3 | 0.1 | 0 | 0.1 | -26 | 15 | 1 | 4 | -3

Continued:
SMILES | OXTR potentiate | CHO-K1 Ca ag | CHO parental Ca | V1R ag counter | TAAR1 antag | M1 PAM parental | CHO-K1 Ca antag | TAAR1 agonist | CHRM1 agonist
CCCc1c(C)nn(-c2ncccc2[N+](=O)[O-])c1C | -6 | -0.5 | -19 | -1.1 | -23 | 13 | -9 | 3 | -2
COc1ccc(NC(=O)CNCCC2=CCCCC2)cc1 | 2 | 1.6 | -21 | 0.8 | 0 | 28 | -6 | 11 | -7
CCOC(=O)c1cc(CC)sc1NC(=O)CN1CCN(C(=O)c2ccco2)CC1 | -9 | -0.1 | -8 | 1.7 | -4 | -6 | 4 | 28 | 0
COC(=O)c1nc2nc(-c3cccs3)cc(C(F)(F)F)n2n1 | -12 | 0.0 | -4 | -1.2 | 1 | 8 | -2 | 3 | -6
COCCNc1nc2cc(-c3ccccc3C)sc2c(=O)n1C | x | 0.4 | x | x | -20 | 4 | -11 | 3 | -6
O=C(O)c1ccc(Sc2nnc(-c3cccc(Br)c3)o2)c([N+](=O)[O-])c1 | 5 | 1.0 | -5 | 0.1 | 12 | 14 | 1 | 2 | -3
CCN(CC(=O)Nc1c(F)cccc1F)C(=O)CCN1C(=O)C2CC=CCC2C1=O (configuration not stated) | 4 | 0.5 | 0 | 0.5 | -14 | -17 | -6 | 1 | -1
CCNC(=O)C1CCCN(C(=O)c2ccc(N(C)C)cc2)CC1 (configuration not stated) | x | 0.9 | x | x | 3 | 18 | -16 | 1 | 0
O=C(N[C@@H](Cc1ccccc1)C(=O)NCCc1c[nH]c2ccccc12)c1ccco1 | -4 | 1.5 | -9 | 2.0 | 3 | 13 | 6 | 4 | -2
CCOc1ccc(C2CC(c3ccc(F)cc3)n3ncnc3N2)cc1 (configuration not stated) | -2 | 0.1 | 1 | 0.0 | -20 | 13 | -2 | 1 | 1
c1ccc(CN2CCOCC2)nc1 | x | 0.6 | x | x | -21 | 6 | -5 | 1 | 2
O=C(c1ccc(C(F)(F)F)cc1)C1CCCN(C(=O)c2cnccn2)C1 (configuration not stated) | -13 | 2.2 | -6 | 1.6 | -4 | -7 | 4 | 1 | 2
Cc1ccc(-n2c(=O)cc(N3CC(C)CC(C)C3)[nH]c2=O)cc1 (configuration not stated) | 0 | 1.2 | -5 | 1.4 | 9 | 10 | -12 | 4 | -3
CCc1[nH]nc(C(=O)N/N=C/c2ccncc2)c1C | 2 | 0.1 | -17 | 0.3 | -3 | -27 | 1 | 1 | -2
CCN(c1ccccc1)S(=O)(=O)c1cccc(C(=O)NCc2cccnc2)c1 | -8 | 2.3 | -2 | 2.0 | -1 | -8 | 8 | 8 | -2
CC(NC(=O)/C(=C\c1ccco1)NC(=O)c1ccco1)C(=O)O (configuration not stated) | -9 | 0.1 | -3 | 1.9 | -17 | -8 | -2 | 5 | -2
CCC(=O)Nc1cccc(-c2nnc(SCC(=O)NCc3ccco3)n2C)c1 | 2 | -0.3 | -2 | 0.9 | 0 | -5 | 5 | 0 | 1
Cc1cn([C@H]2C[C@H](O)[C@@H](CNCC3=Cc4cc(O)ccc4OC3)O2)c(=O)[nH]c1=O | x | 0.6 | x | x | -9 | 22 | -3 | 1 | -1
CSc1ccccc1C(=O)OCC(=O)NC1CCS(=O)(=O)C1 (configuration not stated) | -13 | 0.6 | -6 | -0.3 | 6 | -3 | 3 | 5 | -8
CN(CCC#N)S(=O)(=O)c1cc2c3c(c1)CCN3C(=O)CC2 | -5 | 1.1 | -1 | 0.8 | -4 | 9 | -6 | 1 | -3
CCOc1ncccc1C(=O)OCC(=O)Nc1ccc(C(C)C)cc1 | -3 | -0.1 | -3 | -0.1 | -6 | 13 | -6 | 7 | -8

Screens as filed in PubChem.
